# Screening results deposited in PubChem BioAssay by several laboratories.
# dFosB activator = enhances mouse delta FosB homodimer DNA binding; hit rate 0.99% among 340,000; activation, % at 25 µM; purified delta FosB, TAMRA-CDK5 oligo fluorescence polarization; percent of positive-control signal above neutral wells;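 active = mean activation above about 17%, with every replicate also reaching it, limit read from the data, passing the limit was not always enough; inconclusive = only one of the two conditions met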;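 note: fluorescence polarization rise as delta FosB binds a TAMRA Cdk5 AP-1 oligo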
# Tat export inh = E. coli Tat transport inhibition; E. coli MC4100 TorA-mCherry Tat export, fluorescence; inhibition, % at 10 µM; hit rate 0.036% among 340,000;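 active = mean replicate inhibition at least 50% and at least half of replicates individually reaching 50%; inconclusive = only one of the two criteria met; inactive = neither criterion met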;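 note: exported cargo escapes ClpAP degradation while cytoplasmic cargo is degraded and loses fluorescence; 0% = median of neutral control wells and 100% = median of NaSCN control wells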
# V-ATPase pHluor = yeast V-ATPase proton transport regulation by pHLuorin. S. cerevisiae, pHLuorin cytosolic pH fluorescence. hit rate 0.37% among 350,000. response, % at 10 µM; in the data active = response mostly above about 7.3%, no sharp cut-off; inactive = mostly below about 5.4%; note: actives read high; inactives centre near 0; some compounds called inactive have numbers as strong as hits
# Wnt act = activates Wnt/beta-catenin signaling in a reporter cell assay; activator, plate reader; activation, % at 9.35 µM; hit rate 1.2% among 300,000; AID 743398; in the data active = activation above about 30%, passing the limit was not always enough; inconclusive = no clear call, values can overlap the other calls;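 note: 0% = neutral control wells and 100% = positive control wells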
# CAL PDZ FP-1 = CAL PDZ (human) peptide binding inhibition; AID 602252; inhibition, % at 24.9 µM; purified CAL PDZ, TMR-peptide fluorescence polarization, 1 h; hit rate 0.92% among 300,000; Q9HD26;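 active = mean inhibition of at least 30% with at least half of replicates also reaching 30%; inconclusive = no clear call, values can overlap the other calls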;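 note: 0% = DMSO neutral control and 100% = excess unlabeled competitor peptide PRC23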
# CDK5 inh = inhibitors of human CDK5/p35 kinase. Q00535+Q15078. inhibition, % at 10 µM. hit rate 0.01% among 330,000. Recombinant CDK5/p35, ADP-Glo luminescence, 60 min. AID 488839;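 active = highest replicate inhibition of at least 50% and at least 75% of replicates reaching 50%; inconclusive = only one of the two criteria met; inactive = both criteria failed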;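 note: plate controls were DMSO neutral control for no effect and GW8510 at 10 µM for full effect; many of its hits are not listed in these tables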
# Target sequence (Q00535 whole entry, looked up): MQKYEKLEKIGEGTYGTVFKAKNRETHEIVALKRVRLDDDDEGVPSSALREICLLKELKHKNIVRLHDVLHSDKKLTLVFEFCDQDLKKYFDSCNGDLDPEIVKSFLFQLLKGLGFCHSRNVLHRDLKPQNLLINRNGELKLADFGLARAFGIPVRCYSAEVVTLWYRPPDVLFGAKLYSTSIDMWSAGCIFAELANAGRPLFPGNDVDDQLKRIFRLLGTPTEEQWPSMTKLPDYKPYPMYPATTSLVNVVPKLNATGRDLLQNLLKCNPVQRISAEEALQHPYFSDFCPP
# Target sequence (Q15078 whole entry, looked up): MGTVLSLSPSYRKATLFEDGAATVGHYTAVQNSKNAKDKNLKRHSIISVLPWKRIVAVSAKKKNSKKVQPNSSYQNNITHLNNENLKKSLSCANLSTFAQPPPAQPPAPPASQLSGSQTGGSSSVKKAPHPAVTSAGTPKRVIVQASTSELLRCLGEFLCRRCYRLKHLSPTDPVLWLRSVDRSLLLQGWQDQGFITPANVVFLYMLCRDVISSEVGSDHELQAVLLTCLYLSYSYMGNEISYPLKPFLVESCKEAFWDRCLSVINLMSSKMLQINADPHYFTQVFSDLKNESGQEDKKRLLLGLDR
# CAL PDZ FP-2 = blocks peptide binding to human CAL PDZ domain | AID 504414 | hit rate 0.02% among 330,000 | purified CAL PDZ, TMR-peptide fluorescence polarization, 1 h | inhibition, % at 20 µM | Q9HD26;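 active = highest replicate inhibition of at least 40%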;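 note: plate controls were DMSO neutral control wells for no effect and unlabeled competitor peptide control wells for full effect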
#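 Test system: tagged CAL PDZ domain / Buffer or medium: sodium phosphate/NaCl buffer pH 7.4 with TCEP, IgG, Thesit / Reagent: TMR-labelled reporter peptide T*-PRC34 bound in PDZ groove / Compound dosing: single point, 20 µM / Schedule: 1 h incubation at room temperature before polarization reading / Technique: fluorescence polarization (mP) / Benchmarks: unlabelled peptide, DMSO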
# Rtt109 Vps75 = inhibitors of Candida albicans Rtt109/Vps75 histone acetyltransferase; Q5AAJ8; purified Rtt109/Vps75, ThioGlo CoA-SH fluorescence, 4 h; inhibition, % at 34.9 µM; hit rate 0.16% among 330,000;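 active = inhibition of at least 50% in every replicate; inconclusive = best replicate reaches 50% inhibition but some replicates fall short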
# Target sequence (Q5AAJ8 whole entry, looked up): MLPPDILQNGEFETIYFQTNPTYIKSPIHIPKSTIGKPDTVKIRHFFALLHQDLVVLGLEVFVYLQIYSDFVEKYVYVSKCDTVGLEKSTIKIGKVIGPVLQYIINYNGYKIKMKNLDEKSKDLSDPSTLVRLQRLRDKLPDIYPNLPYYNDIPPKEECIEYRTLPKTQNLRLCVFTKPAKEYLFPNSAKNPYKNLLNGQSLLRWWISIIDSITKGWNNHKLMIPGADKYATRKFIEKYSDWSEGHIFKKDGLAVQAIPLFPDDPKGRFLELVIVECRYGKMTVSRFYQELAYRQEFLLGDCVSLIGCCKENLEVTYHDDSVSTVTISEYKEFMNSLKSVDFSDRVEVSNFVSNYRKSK
# MITF TRPM1 HTS = activators of MITF-driven TRPM1 promoter activity in SK-MEL-5 cells. hit rate 0.75% among 300,000. SK-MEL-5 TRPM1-promoter luciferase, 24 h; % of positive control, neutral wells = 0. activation, % at 12.5 µM;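 active = mean activation of at least 80% with every replicate also reaching 80%; inconclusive = mean reaches 80% but some replicate falls short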;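 note: 0% = neutral control wells and 100% = parthenolide positive control wells; values of inactives mirror those of a sister screen read the other way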
# cardiac RTF act = increases calcium sensitivity of human cardiac regulated thin filaments; P19429+P45379; IANBD-labeled TnC RTF fluorescence at EC20 calcium; 0% EC20 calcium, 100% full calcium; activation, % at 7.2 µM; hit rate 0.24% among 340,000;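 active = activation above the mean over all tested compounds plus 3 SD, cut at about 30% in these data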;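 note: rise in fluorescence read as greater calcium sensitivity of cardiac thin filaments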
# * marks the source's active call; other numbers are inactive results; ? = inconclusive; . = not tested or not shown. A portion of the library; the hit share may differ from the screen's.
Compound,dFosB activator,Tat export inh,V-ATPase pHluor,Wnt act,CAL PDZ FP-1,CDK5 inh,CAL PDZ FP-2,Rtt109 Vps75,MITF TRPM1 HTS,cardiac RTF act
COc1cccc(OCC(=O)N2CCN(C)CC2)c1,-5,-2,-3,-7,-1,-2.2,-2.0,3,-3,2
CC(=O)c1ccc(NC(=O)N2C[C@H]3C[C@@H](C2)c2cccc(=O)n2C3)cc1,-2,-8,-2,-1,1,-0.4,0.2,-9,0,-12
C=C1C(=O)O[C@H]2[C@H]1[C@H](OC(=O)CC(=O)O[C@@H]1C[C@@H](C)[C@@H]3C=CC(=O)[C@@]3(C)[C@H]3OC(=O)C(=C)[C@H]13)C[C@@H](C)[C@H]1C=CC(=O)[C@]12C,4,5,0,14,0,3.0,-0.5,?,-9,-1
CC(=O)N1Cc2cnnn2-c2ccccc2C1C#N (centres undefined),9,-5,-2,-1,4,0.0,0.0,-4,3,7
C[N+](C)(C)CC1CCCC1=O (centres undefined),-3,0,4,-4,-5,-1.1,-1.7,-10,.,-7
O=C(Cc1ccccc1)N1CCN(C2CCCC2)CC1,3,-2,-1,.,-6,-0.1,.,-4,-1,-1
COC(=O)C1=C(c2ccc(F)cc2OCc2ccccc2)C[C@@H]2CC[C@H]1N2C(=O)NCc1ccc([N+](=O)[O-])cc1,-8,-4,-5,-7,-1,1.1,1.2,1,-10,-1
CCC(=O)OC1(c2ccccc2)CCN(C)CC1C (centres undefined),-3,-3,1,-4,-2,0.5,-0.1,0,10,.
COC(=O)C1=C(c2cc3ccccc3s2)C[C@@H]2CC[C@H]1N2C(=O)NCCNC(C)=O,2,-1,6,-3,3,0.1,-2.8,-9,0,0
COc1ccc(CCNCc2ccc(C)s2)cc1OC,5,-12,2,-2,-3,-0.5,-1.2,4,-5,0
CN1CCN(C(=O)COc2ccc(N(C)S(=O)(=O)c3ccc(F)cc3)cc2)CC1,0,-11,0,-2,12,1.0,-0.1,-2,-5,-1
CCOC(=O)C1=C(N)Oc2cc(C)oc(=O)c2C12C(=O)N1c3c(cc(OC)cc32)C(C)=CC1(C)C (centres undefined),-6,-3,4,.,.,-0.8,-2.5,-5,-16,-3
O=C1NC(=O)N(CCC2=CCCCC2)C(=O)/C1=C\c1cccs1,6,-4,0,5,0,-2.5,-1.9,3,-13,1
C=C[C@@]12CN(C)[C@H]3[C@H]1[C@@]1(C(=O)Nc4ccccc41)C1CC2[C@@H]3CO1,6,7,-3,-2,-1,-0.6,-0.6,-3,7,3
C1=NCCc2c1[nH]c1ccccc21,-1,-5,1,4,.,3.9,-0.7,-1,.,-7
CC1=CC(=O)C2=C(C)CC(O)C3C(C)C(=O)OC3C12 (centres undefined),2,-4,-2,.,-7,0.6,.,2,-1,-3
Cc1cc(OC(=O)N(C)C)nc(SCc2c(Cl)cccc2Cl)n1,-9,16,2,-1,-4,0.8,-1.7,1,.,2
CN1C(=O)C(=Cc2ccc(N3CCOCC3)o2)C(=O)N(C)C1=S,-4,-7,-1,-1,-4,1.9,-1.1,-2,-5,19
CCOC(=O)C1(CCOc2ccccc2)CCN(Cc2ccc(C)s2)CC1,1,2,-1,-1,-1,1.3,1.3,-1,-7,2
O=c1[nH]c(=S)n(C2CC2)c(O)c1/C=N/Nc1cccc2ccccc12,-5,3,4,.,-1,0.1,-2.0,45,-6,-23
CCCC(C)C1C(C#N)=C(N)Oc2c1c(=O)oc1ccccc21 (centres undefined),0,-3,9,-2,-5,0.1,-2.8,10,-1,-2
CC(C)Cc1nnc(NC(=O)CCC(=O)N2CCN(CCOC(c3ccccc3)c3ccccc3)CC2)s1,-23,13,-2,.,-2,0.6,-0.2,17,-2,1
NS(=O)(=O)c1ccc(-c2ccc(C=C3C(=O)NC(=O)NC3=O)o2)cc1,5,-10,-4,-2,-4,2.3,0.4,0,2,6
O=C(CSC1c2ccccc2-c2ccccc21)N/N=C/c1ccccc1O,-4,0,-4,.,.,1.6,-2.0,14,-36,-5
C=CC12CN(C)[C@@H]3C4CO[C@H](C[C@H]41)[C@]1(C(=O)Nc4ccccc41)[C@@H]32 (some centres undefined),-4,-1,3,2,0,-0.4,-0.7,-2,-1,4
N[C@@H](Cc1ccccc1)C(=O)N1C[C@H]2C[C@@H](C1)c1cccc(=O)n1C2,-1,2,4,-2,0,-0.1,0.7,8,6,7
O=C(NCCCn1ccnc1)C(Cl)(Cl)Cl,-11,-4,-2,-1,3,-0.3,-0.3,-10,11,-8
C/C(=N\N1CCCCCC1)c1c(O)n(-c2ccccc2C)c(=O)[nH]c1=O,-8,-1,-4,1,-5,-0.6,0.5,-3,.,0
CCC(C)n1c(O)c(/C=N/Nc2ccccc2)c(=O)[nH]c1=S (centres undefined),-11,-13,1,-1,16,1.3,-1.4,11,-1,3
COc1cccc(N2CCN(Cc3ccc(Cl)cc3)CC2)c1,1,-1,-4,-2,.,-6.0,-1.8,13,-1,5
CCOC(=O)C1SC2(C(F)(F)F)CC1(O)c1c(C)cc(C)nc1O2 (centres undefined),1,7,0,2,4,-8.8,.,-68,-21,7
Cn1cccc1/C=C1\C(=O)NC(=O)N(Cc2ccccc2)C1=O,-10,13,5,10,0,-0.5,-1.1,2,-23,-2
CCC(=NCCCN(C)C)c1c(O)n(-c2ccc(OC)cc2)c(=O)[nH]c1=O,0,-6,4,-1,0,-0.5,0.5,-19,.,0
C[N+](C)(C)c1ccccc1,1,-12,1,0,0,-0.2,-0.9,0,0,1
CC(C)C[C@H]1C(=O)N2CCC[C@H]2[C@]2(O)O[C@](NC(=O)[C@@H]3C=C4c5cccc6[nH]cc(c56)C[C@H]4N(C)C3)(C(C)C)C(=O)N12,1,-4,-2,.,-2,0.8,-1.2,5,-9,67*
COc1ccc(CCNCc2ccc(F)cc2)cc1OC,7,-1,-5,.,-1,-1.1,-2.3,-4,17,5
Cc1nc2ccccc2c(=O)n1-c1ccccc1C(F)(F)F,0,-12,-2,.,3,0.2,-2.0,.,-3,-12
Cc1ccc(C(C)C)c(OCC#CCN2CCCC2)c1,-2,-13,-2,-5,.,0.1,-2.2,-3,-4,-1
Cc1cccc(N2C(=O)NC(=O)/C(=C/c3ccc(N4CCOCC4)cc3)C2=O)c1,2,-1,2,-1,6,-0.5,-0.4,11,0,2
C[C@]12CC[C@H](O)CC1=C([N+](=O)[O-])CC1C2CC[C@@]2(C)C1CC[C@@H]2O (some centres undefined),3,-11,-1,1,-4,-0.1,-0.2,-1,-14,-2
CCOc1ccc(CN2CCN(C(=O)Cc3ccccc3)CC2)cc1,1,8,-3,1,-13,0.4,0.1,4,.,4
CSc1ncc(Cl)c(C(=O)O)n1 (tested in a mixture with another compound),8,14,4,.,-2,-1.2,0.2,5,1,-4
Cc1nc2ccccc2c(=O)n1/N=C/c1cc(Br)cc(Br)c1O,-13,-4,-5,-1,-1,-1.4,-0.3,2,0,0
CCC(=O)c1cc(F)c(N2CCN(CC)CC2)cc1C,3,-5,0,-1,-3,-3.4,.,-2,8,5
FC(F)(F)C1=NC(C(F)(F)F)=NP(N2CCOCC2)(N2CCOCC2)=N1,-5,-10,4,-1,0,-0.3,-1.6,-14,-15,8
COc1cccc(CN2CCCC(C(=O)c3ccccc3SC)C2)c1O (centres undefined),-3,-1,2,2,0,1.9,-0.9,4,-8,2
COc1ccc(-c2nn(CCC#N)cc2C(=O)NCc2ccccc2)cc1,-8,-12,-1,1,.,-0.7,-1.5,2,2,-6
CN(C)CC(C(=O)Cc1ccccc1)c1ccccc1 (centres undefined),-4,-24,0,-10,.,-0.4,-0.1,-2,-38,-6
C/C(=N\Nc1ccccc1)c1c(O)n(-c2ccccc2)c(=O)[nH]c1=O,-7,6,-4,1,.,-1.2,0.1,5,.,0
O=[N+]([O-])c1ccc(Cl)c(Cl)c1Cl,0,-7,-5,-2,-1,-1.7,0.5,3,4,-1
c1ccc2c(CN3CCCCCC3)c[nH]c2c1,0,4,-2,-3,5,0.3,0.1,14,15,-4
COc1ccc(-c2cc(=O)oc3c(C)c(OC(C)C(=O)N4C[C@H]5C[C@@H](C4)c4cccc(=O)n4C5)ccc23)cc1 (some centres undefined),-27,6,2,-2,3,0.8,-2.0,0,-2,-8
CC(C)CNC(=O)c1c(N)n(Cc2ccc3c(c2)OCO3)c2nc3ccccc3nc12,-1,-5,-4,-13,-1,0.6,0.0,-7,3,-2
Fc1ccc(CNCCc2c[nH]c3ccccc23)cc1,1,7,-3,0,3,1.1,2.7,-13,-3,-3
O=C1C=CC(=O)C=C1,1,0,-4,1,1,-2.9,0.3,2,-17,15
CCN(CC)C(=O)c1ccc(NC(=O)COc2ccc(-c3nn(C)c(=O)c4ccccc34)cc2)cc1,-13,5,-3,9,-11,-1.2,-12,8,-38,9
COC(=O)C1=C(c2ccc(S(C)(=O)=O)cc2)C[C@@H]2CC[C@H]1N2C(=O)NCC1CC1,-4,-4,1,0,2,-0.7,-0.9,-1,5,1
Cn1c(=O)cc(OCCCC(=O)N2CCC3(CC2)OCCO3)c2ccccc21,-7,-18,1,.,-3,-0.1,-0.1,6,6,-3
COC(=O)C1=C(c2ccc(OC)c(OC)c2)C[C@@H]2CC[C@H]1N2C(=O)N1CCC(C)CC1,2,-2,0,-5,41*,0.9,-3.7,2,-11,0
NP(=O)(OCC(F)(F)F)Oc1cccc2ccccc12 (centres undefined),-3,6,-1,5,0,-0.5,-0.3,3,-2,1

# The results go on:
Compound,dFosB activator,Tat export inh,V-ATPase pHluor,Wnt act,CAL PDZ FP-1,CDK5 inh,CAL PDZ FP-2,Rtt109 Vps75,MITF TRPM1 HTS,cardiac RTF act
O=c1c2ccccc2nc(-c2ccccc2)n1-c1ccc(O)cc1,-7,-5,-1,0,7,-0.3,-1.0,-2,-4,5
CCOC(=O)c1cncn1[C@@H](C)c1ccccc1,3,-2,-5,1,-1,0.8,0.6,12,2,5
c1ccc(CCc2ccc3n2Cc2cnnn2-c2ccccc2-3)cc1,-12,-2,3,-8,-7,-0.6,-3.2,1,3,-5
COc1ccc2c(c1)C(NC(C)=O)CCc1cc(OC)c(OC)c(OC)c1-2 (centres undefined),-2,1,-3,-23,-1,0.3,0.0,5,.,-10
COc1cccc(NC2=NCCCS2)c1,-9,3,2,-1,-1,-0.4,0.4,44,-1,4
CN1C[C@@H]2C[C@@H](c3cccn3-c3ccccn3)N3CCC[C@@]23C1=O,-16,-3,-3,0,-2,1.2,-0.4,-29,-13,-1
